# Bioassay records (PubChem BioAssay)
# Wnt bcat act – activates Wnt/beta-catenin signaling in a reporter cell assay | actives 1.2% (n = 300,000) | AID 743398 | activator, plate reader | activation, % at 9.35 µM; in the data active = activation above about 30%, passing the limit was not always enough;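 also: 0% = neutral control wells and 100% = positive control wells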
# V-ATPase pHluor – yeast V-ATPase proton transport regulation by pHLuorin; S. cerevisiae, pHLuorin cytosolic pH fluorescence; response, % at 10 µM; actives 0.37% (n = 350,000); AID 504577; in the data active = response mostly above about 7.3%, no sharp cut-off; inactive = mostly below about 5.4%; also: actives read high; inactives centre near 0; some compounds called inactive have numbers as strong as hits; reference of the scale not given here
# cardiac RTF act – increases calcium sensitivity of human cardiac regulated thin filaments; P19429+P45379; IANBD-labeled TnC RTF fluorescence at EC20 calcium; 0% EC20 calcium, 100% full calcium; activation, % at 7.2 µM; actives 0.24% (n = 340,000);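 active = activation above the mean over all tested compounds plus 3 SD, cut at about 30% in these data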;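 also: rise in fluorescence read as greater calcium sensitivity of cardiac thin filaments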
# OPRM1-OPRD1 ag – OPRM1-OPRD1 heterodimerization agonism. cells, luminescence. actives 0.3% (n = 340,000). activation, % at 9.3 µM; in the data active = activation above about 18%;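 also: 0% = vehicle-treated cells and 100% = reference agonist; values of inactives mirror those of a sister screen read the other way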
# Target sequence (P35372 whole entry, looked up): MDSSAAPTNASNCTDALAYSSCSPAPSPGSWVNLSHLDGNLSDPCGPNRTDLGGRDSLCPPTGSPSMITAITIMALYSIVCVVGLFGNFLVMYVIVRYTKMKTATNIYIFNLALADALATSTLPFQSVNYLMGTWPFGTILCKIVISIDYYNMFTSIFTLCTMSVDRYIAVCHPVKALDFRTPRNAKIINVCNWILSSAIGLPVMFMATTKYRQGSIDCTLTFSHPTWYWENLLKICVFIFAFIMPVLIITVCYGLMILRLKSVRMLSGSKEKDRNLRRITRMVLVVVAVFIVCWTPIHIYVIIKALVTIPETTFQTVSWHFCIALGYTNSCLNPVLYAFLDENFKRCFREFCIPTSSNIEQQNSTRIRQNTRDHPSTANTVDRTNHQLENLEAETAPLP
# Target sequence (P41143 whole entry, looked up): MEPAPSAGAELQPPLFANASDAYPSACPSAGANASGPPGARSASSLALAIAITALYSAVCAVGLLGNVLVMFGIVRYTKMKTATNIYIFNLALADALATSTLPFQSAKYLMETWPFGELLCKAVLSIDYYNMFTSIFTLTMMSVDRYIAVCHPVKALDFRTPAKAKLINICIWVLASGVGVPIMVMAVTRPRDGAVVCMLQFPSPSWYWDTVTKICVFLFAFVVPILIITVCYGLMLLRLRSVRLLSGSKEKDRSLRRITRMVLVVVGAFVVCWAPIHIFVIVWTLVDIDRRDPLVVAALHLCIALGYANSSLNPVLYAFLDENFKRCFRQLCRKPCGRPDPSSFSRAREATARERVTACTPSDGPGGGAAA
# C-LANA FP – inhibitors of KSHV LANA C-terminal domain DNA binding; MBP-C-LANA/FAM-LBS DNA binding, fluorescence polarization; inhibition, % at 9 µM; actives 0.078% (n = 340,000); AID 504423;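 active = highest replicate inhibition at or above 60% at 9 µM, even if other replicates fall short; inactive = all replicates below 60% inhibition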;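 also: 0% = neutral control wells and 100% = 4 µM acridine orange control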
# RTF Ca sens inh – cardiac RTF calcium desensitization | AID 493244 | actives 0.12% (n = 340,000) | IANBD-labeled cardiac RTF, Ca2+ fluorescence | inhibition, % at 7.15 µM;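 active = inhibition above the mean inhibition of all tested compounds plus 3 SD, cut at about 17% in these data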;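 also: assay run at fixed EC70 calcium of 1.6 mM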
# OPRM1-OPRD1 inv – inverse agonists of human mu-delta opioid receptor heterodimerization. actives 0.21% (n = 340,000). cell-based MOR-DOR heterodimer luminescence, inverse agonism. inhibition, % at 9.3 µM; in the data active = inhibition above about 22%, passing the limit was not always enough;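 also: 0% = cells with DMSO and 100% = wells without cells with DMSO; values of inactives mirror those of a sister screen read the other way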
# Arrestin-AP2 inh – blocks beta-arrestin peptide binding to AP2 adaptin; FITC-arrestin peptide / GST-AP2 beads, flow cytometry; AP2 beta2 appendage carries R879A mutation; inhibition, % at 10 µM; actives 0.31% (n = 340,000); AID 504490;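 active = inhibition above a set limit, near 3 SD of compounds lacking own fluorescence, cut at about 54% in these data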;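 also: plate controls were DMSO wells for no effect and 5 µM unlabelled arrestin peptide for full effect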
#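 Measured by: flow cytometry, FL1 (488/535 nm); Material: AP2 appendage R879A on GSH beads; Evaluation: percent response; Timing: pre-incubation 12 min, peptide binding 1 h, room temperature; Also added: 50 nM FITC-arrestin peptide; Medium: PBS with 0.05% Tween 20 and 0.1% BSA.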
# DSG3 Ab inh – inhibitors of pemphigus antibody binding to human desmoglein-3; actives 0.48% (n = 310,000); binding (percent of control), % at 10 µM; P32926; AID 588358; DSG3-coupled beads, scFv-anti-DSG3-GFP binding, flow cytometry; stronger effect = lower value;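 active = binding more than 3 SD below its plate's average and above zero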;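 also: hits lower antibody fragment binding to DSG3; some compounds called inactive have numbers as strong as hits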
# Keap1-Nrf2 PPI – Keap1-Nrf2 (human) interaction inhibition; Q14145; Keap1 Kelch-Nrf2 peptide fluorescence polarization, 1536-well; inhibition, % at 9.4 µM; actives 0.15% (n = 340,000); in the data active = inhibition above about 12%;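 also: human Keap1 Kelch domain with fluorescein labeled Nrf2 9mer peptide probe; 0% = neutral control wells and 100% = peptide positive control; higher means more block of Keap1 binding to Nrf2 peptide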
# * marks the source's active call; other numbers are inactive results; . = no result given; & = joins results of further samples.
SMILES,Wnt bcat act,V-ATPase pHluor,cardiac RTF act,OPRM1-OPRD1 ag,C-LANA FP,RTF Ca sens inh,OPRM1-OPRD1 inv,Arrestin-AP2 inh,DSG3 Ab inh,Keap1-Nrf2 PPI
Cc1nnc(NC(=O)C2CC(=O)N(Cc3ccccc3)C2)s1 (stereo not drawn),1,-7,-3,0.4,-1.5,-9,-3,0,97,-2
OCc1ccccc1NC(=S)Nc1cccnc1,.,0,9,-0.8,0.0,-7,4,-8,100,-5
CCOc1ccc(N(CC(=O)NCc2ccc(Cl)cc2)S(=O)(=O)c2ccccc2)cc1,0,-1,-1,1.8,1.8,-12,-15,-8,-57*,-3
COc1ccc(CNS(=O)(=O)c2ccc(-n3cccn3)cc2)cc1,1,3,-3,-0.7,-0.6,-6,4,8,.,-2
CC1CCCCN1C(=O)Cc1ccc(F)cc1 (stereo not drawn),-3,0,3,-0.7,1.3,-4,4,8,.,0
COc1ccc(C)cc1NC(=O)c1cc(C2CC2)nc2c1c(C)nn2C1CCS(=O)(=O)C1 (stereo not drawn),0,0,-5,-0.4,-0.4,1,1,-8,99,-10
CCCCSc1nc(C)[nH]c1[N+](=O)[O-],-3,-6,-5,-2.7,-2.5,6,13,-2,.,-5
Cc1c(C(=O)OC(C)C(C)C[N+](C)(C)C)oc2ccccc12 (stereo not drawn),.,0,3,-2.7,0.0,-2,16,-17,107,-1
Cc1ccc(-c2nc3ccccc3s2)cc1NC(=S)NC(=O)/C=C/c1ccco1,.,1,5,-3.5,-1.1,-10,14,-9,101,-2
CN(CC(=O)NC(c1ccccc1)c1ccccc1)Cc1nc2ccccc2c(=O)[nH]1,.,-1,2,-0.2,-0.2,-10,2,12,103,-4
Cn1c2c(c(=O)n(C)c1=O)C1c3cc(Cl)ccc3OCC1CO2 (stereo not drawn),.,-1,-3,0.5,2.6,4,-2,24,101,-2
Cc1ccc(OCCSc2nc3ccccc3n2CC(=O)O)cc1C,-1,1,-2,-0.1,5.9,-2,1,54*,111,-1
O=C(CCN1CCOCC1)N/N=C/c1cc(Br)cc(Br)c1O,-2,0,3,-2.0,1.4,-4,10,-6,102,-5
CCC1CCCCN1C(=O)COC(=O)c1ccc(S(=O)(=O)N2CCOCC2)cc1 (stereo not drawn),.,-2,-5,-3.0,-1.4,1,16,0,101,-2
CSc1ccc(CN(C)C(C)C(=O)NCC2CCCCC2)cc1 (stereo not drawn),-4,0,3,4.9,0.2,1,-34,3,108,1
COc1ccc(CCNC(=O)/C=C/c2ccc3ccccc3n2)cc1OC,-3,-2,-10,-2.0,-0.6,-13,12,5,.,0
O=S(=O)(c1ccc(Br)c2ccccc12)N1CCCC1,-2,7,-1,1.6,4.3,6,-9,12,116,1
COC(=O)c1ccc(CSc2nc(N3CCOCC3)c3c(c2C#N)CC(C)(C)OC3)o1,.,0,-3,-3.4,1.2,-10,18,12,96,-7
Nc1[nH][nH]c(=O)c1N=Nc1cccc(Cl)c1,2,-1,-1,-2.4,1.3,-5,12,14,100,1
CCC(Sc1ccc(C(=O)O)cc1)C(=O)O (stereo not drawn),-5,-6,-4,4.9,-0.1,-3,-27,-1,106,-5
O=C(NCc1ccco1)c1cc(-c2cccs2)nc2ccccc12,12,1,3,-1.1,-1.8,-16,5,0,107,-2
C[C@@H]1CN([C@@H](C)CO)C(=O)c2cc(NC(=O)Nc3ccc(F)cc3)ccc2O[C@@H]1CN(C)Cc1ccc(Oc2ccccc2)cc1,-7,7,-3,-1.7,-0.9,10,8,-5,98,-5
CC(C(=O)NCc1ccc2c(c1)OCO2)c1ccc([N+](=O)[O-])cc1 (stereo not drawn),-2,-1,0,-4.3,-1.0,-8,20,12,101,1
O=C(Nc1c(F)cccc1F)c1cnc(N2CCN(c3ccccn3)CC2)c2ccccc12,-3,7,6,0.3,0.0,-5,-1,7,99,-4
CC(C)Cn1c(N2CCN(CC(=O)Nc3ccc(Cl)cc3)CC2)nc2ccccc21,-2,-2,6,1.6,-0.2,-4,-8,5,100,-5
COc1ccc(NC(=O)Nc2ccc3c(c2)CCC3)cc1OC,2,0,4,4.7,-1.2,-27,-32,-5,105,-3
CC(CCO)Nc1nc2c(c(=O)n(C)c(=O)n2C)n1Cc1cccc(Br)c1 (stereo not drawn),.,-2,-7,-0.7,1.1,-4,4,-1,102,-5
CCOc1ccc(C2=Nn3c(nnc3-c3ccc(OC)cc3)SC2)cc1,.,2,0,-1.5,1.2,6,7,-6,96,2
CCOC(=O)C(C)(C)N(Cc1cccc(C)c1)S(=O)(=O)c1cccc([N+](=O)[O-])c1,.,-2,-2,4.4,1.0,-2,-25,43,99,1
CC(C)(C)c1csc(NC(=O)c2ccncc2)n1,1,1,-8,-1.0,2.4,-9,6,9,101,-5
O=C(O)c1ccccc1SCC(=O)N1CCOCC1,1,0,4,-1.0,-1.3,3,6,46,101,3
CC(=O)Nc1ccc(S(=O)(=O)Nc2ccc3c(c2)OCO3)cc1,-1,-1,4,-1.7,-2.5,-1,11,2,.,0
COC(=O)c1cc(NS(=O)(=O)c2ccc(N3CCOCC3)c([N+](=O)[O-])c2)cc(C(=O)OC)c1,.,-7,4,-3.1,-0.3,-13,15,-5,79,3
CCCn1c(N)c(C(=O)CSc2nnc3ccccn23)c(=O)[nH]c1=O,1,1,-4,-2.5,3.4,1,12,12,.,-3
CS(=O)(=O)NCCn1ccc2ccccc21,-21,0,-6,-0.9,0.2,4,6,0,111,-6
CC(C)CN(CC(C)C)S(=O)(=O)N1CCC(C(=O)NCc2cccs2)CC1,-2,0,5,1.4,-2.3,-7,-8,11,100,1
CN(CCc1ccccn1)C(=O)CCNC(=O)Cn1cnc2ccccc2c1=O,.,-2,7,-0.8,-1.6,-8,5,27,94,0
C/C(=N\Nc1ncc(Cl)cc1Cl)c1ccc2c(c1)OCO2,8,4,2,-3.0,0.4,2,15,5,98,-2
CCc1cccc2c1NC(=O)C2(O)CC(=O)c1cccs1 (stereo not drawn),-15,2,7,-1.6,-1.4,3,12,-7,110,-7
O=C1Nc2ccccc2N(O)N1c1ccc(S(=O)(=O)Nc2ccccn2)cc1,0,-2,-1,-0.4,-1.4,-1,2,8,100,-3
Oc1c(CN2CCCCC2)cc(Br)c2cccnc12,.,-1,8,5.3,12,-15,-31,4,108,2
COc1cc(C2C3=C(COC3=O)Oc3cc4c(cc32)OCO4)cc(OC)c1O (stereo not drawn),-24,-3,-3,0.1,-3.0,-11,0,11,99,1
O=C(N/N=C/C(Cl)=C/c1ccc([N+](=O)[O-])cc1)C(=O)Nc1ccc(C(=O)O)cc1,10,0,-7,2.1,0.4,0,-11,6,97,-2
COc1ccc(CCNC(=O)CCCCCN2C(=O)c3ccccc3C2=O)cc1,.,-6,1,-1.2,-2.9,-5,7,3,98,1
COc1ccc(C(=O)NC2CC2)cc1OC1CCN(Cc2cnn(C)c2)CC1,2,-2,1,-3.3,-0.4,-5,18,-4,113,-3
COc1ccccc1OCCOc1ccc(/C=C2/C(=N)N3OC(C)=CC3=NC2=O)cc1OC,.,-80,10,-1.5,-0.9,10,9,9,100,-3
CCOc1cc(C(=O)Nc2ccc(S(=O)(=O)Nc3nnc(CC)s3)cc2)cc(OCC)c1OCC,-2,2,0,-0.9,-0.4,-11,4,6,102,-4
NC(=O)C1CCN(C(=O)CSc2nc(O)cc(=O)[nH]2)CC1,0,-6,-5,-2.9,0.6,-5,13,-1,108,-2
CCCn1c(CN2CCN(C(=O)OCC)CC2)nc2c1c(=O)n(C)c(=O)n2C,0,1,-3,0.1,-0.2,-6,-1,-10,100,1
CSc1cccc(NC(=S)N2CCC(N(C)C3CCCCC3)CC2)c1,-3,4,-1,-1.5,1.2,6,8,2,100,1
CCC(NC(=O)NNC(N)=S)(C(F)(F)F)C(F)(F)F,7,2,4,0.2,0.1,-7,-1,-13,114,-3
CCOc1ccc(NC(=O)CCC(=O)NNC(=O)COc2ccc(C)cc2)cc1,2,-4,5,-1.3,-0.2,-17,8,-2,84*,-1
Clc1ccc(-n2nnnc2-c2ccno2)cc1,2,3,.,.,.,.,.,12,108,.
COC(=O)/C(C#N)=C/c1occc1C,3,-1,-2,-1.8,1.3,-7,9,32,107,-3
CCc1ccc(-c2csc3ncn(CC(=O)NCc4ccco4)c(=O)c23)cc1,-4,-3,3,-0.7,0.1,5,3,-1,117,-1
CCc1ccccc1NC(=O)C1CCCC1,3,-3,.,.,.,.,.,-6,100,.
OC(COC(c1ccc(F)cc1)c1ccc(F)cc1)CN1CCCC1 (stereo not drawn),-4,0,-5,-2.6,2.8,-9,13,31,95,-3
CCOc1ccc(OCCC(=O)N2CCN(S(=O)(=O)c3ccc(F)cc3)CC2)cc1,0,0,2,0.7,-0.9,4,-5,-2,111,0
O=C(c1ccco1)N1CCN(S(=O)(=O)c2ccc(Cl)s2)CC1,0,0,-7,-2.6,-0.1,-5,14,3,103,-6
COc1ccc(C)cc1NC(=O)NCc1ccco1,-1,1,1,-3.3,-1.3,8,16,0,103,-3

# Individual results from the results shown.
# CCc1ccccc1NC(=O)C1CCCC1 – Wnt bcat act: 3
# CSc1cccc(NC(=S)N2CCC(N(C)C3CCCCC3)CC2)c1 – RTF Ca sens inh: 6

# Additional results follow.
SMILES,Wnt bcat act,V-ATPase pHluor,cardiac RTF act,OPRM1-OPRD1 ag,C-LANA FP,RTF Ca sens inh,OPRM1-OPRD1 inv,Arrestin-AP2 inh,DSG3 Ab inh,Keap1-Nrf2 PPI
Nc1nc(SCC(=O)N2CCCCCC2)[nH]c(=O)c1NC(=O)c1ccco1,0,4,6,0.0,-0.8,-8,0,3,98,-2
COc1cc(/C=N/Nc2nc(C)cc(=O)[nH]2)ccc1OC(=O)c1cccnc1,0,-4,-3,1.6,-1.1,-3,-8,9,98,0
O=C(COc1coc(CN2CCc3ccccc3C2)cc1=O)Nc1cccc(F)c1,2,2,3,-1.2,0.5,10,7,-25,113,-5
COc1cc([C@@H]2[C@H]3CN(C)CC=C3C(C#N)=C(N)C2(C#N)C#N)cc2c1OCO2,-2,2&0,14&21,0.5&1.4,29&31,-16&-34,-2&-8,21&13,99&108,6&4
Cc1ccc(C(=O)Nn2cnnc2)cc1S(=O)(=O)N1CCOCC1,3,-4,6,-2.3,-0.5,-1,12,17,93,-3
C=CCOc1c(Br)cc(/C=N/n2c(CC)n[nH]c2=S)cc1Br,-3,-2,-7,10,-0.4,7,-68,1,91,-1
Cc1ccc(OCC(O)CNC(C)c2ccccc2)cc1C (stereo not drawn),-1,-2,-1,6.9,-1.7,-4,-36,18,102,-2
O=S1(=O)CCN2C(c3cccc4ccccc34)=CSC2=N1,3,0,0,0.9,-1.6,-10,-5,17,101,1
CC(C)n1nnnc1SCC(=O)NCc1cccs1,2,4,3,-2.2,-0.7,-5,13,16,92,2
C=CCSc1nnc(NC(=O)c2cn(CC)c3nc(C)ccc3c2=O)s1,0,-1,5,-2.9,-0.7,-7,14,5,108,-3
CC(=O)N(OCc1ccc(OC(C)C)c(Cl)c1)C(C)=O,2,8,12,-1.3,0.5,-6,6,-2,89,-1
